GLP1R cytotox: cytotoxicity in counter-screen for GLP-1R inverse agonists; actives 0.13% (n = 410,000); HEK293 cAMP-luciferase reporter cells, luminescence, 24 h; Potency, µM (highest dose often 38.3 µM), for the others: at the top dose activity change, negative = inhibition, most hits filed as inhibitors; AID 624418;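 also: loss of luciferase light is scored as toxicity; potency is read from the fitted curve at half-maximal effect; % is scaled to controls: 0 for no effect and ±100 for the full control effect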
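MLSMR compounds, 24 hr on cells at 37 deg C/5% CO2; luminescence after luciferase reagent (12 min RT). Inhibition counted as the undesired cytotoxic outcome.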
MCF10A rerep: DNA re-replication induction in MCF 10a cells; MCF 10A DNA re-replication, Hoechst nuclear intensity, 48 h; Potency, µM (titrated, usually from 46.1 µM), for inactives: at the highest dose activity, positive = re-replication, usual class: activators; actives 2.9% (n = 350,000); also: potency is read from the fitted curve at half-maximal effect; % of control where 0% means no effect; nearly all actives have a fitted effect of over 50% in size
KB-3-1 cytotox: KB-3-1 parental cell cytotoxicity; KB-3-1 viability, CellTiter-Glo ATP luminescence, 72 h; Potency, µM (top dose mostly 46.1 µM), without a hit: at the top dose activity change, negative = cytotoxic, usual class: cytotoxic; actives 1.4% (n = 400,000); also: potency is read from the fitted curve at half-maximal effect; % is scaled to controls: 0 for no effect and ±100 for the full control effect; nearly all actives have a fitted effect of over 60% in size
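Cytotoxicity measured as CellTiter-Glo luminescence after 72 h at 37 C. Compound titrations were pinned onto drug-naive KB-3-1 parental adenocarcinoma cells grown in DMEM with 10% FBS, and normalized data fitted to concentration-response curves.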
KB-V1 cytotox: kills drug-selected multidrug resistant KB-V1 cells; KB-V1 MDR cells viability, CellTiter-Glo, 72 h; actives 3.4% (n = 400,000); Potency, µM (series often up to 46.1 µM), inactives show top-dose activity change, negative = cytotoxicity, most hits filed as cytotoxic; also: potency is read from the fitted curve at half-maximal effect; % is scaled to controls: 0 for no effect and ±100 for the full control effect; nearly all actives have a fitted effect of over 60% in size
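Drug-selected KB-V1 cells, grown in DMEM lacking phenol red with 10% FBS, receive compound titrations; after three days at 37 degrees C, surviving cell ATP is quantified by CellTiter-Glo luminescence and responses normalized and curve-fitted.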
HT1080 IDH1KD tx: HT-1080 IDH1 knockdown cell toxicity (counter line). HT-1080 IDH1 knockdown viability, ATP luminescence, 48 h. Potency, µM (doses to about 46.1 µM), for the others: top-dose activity, negative = toxicity, usual class: cytotoxic. actives 2% (n = 360,000). AID 686971;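 also: potency is read from the fitted curve at half-maximal effect; 0% = DMSO wells and -100% = cell-free medium wells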
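Viability of IDH1-knockdown HT-1080 fibrosarcoma cells was assessed by CellTiter-Glo after 48 h at 37 °C with titrated compound; concentration-effect curves were classified by fit quality and response size.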
SW480 rerep: DNA re-replication induction in SW480 cells | SW480 DNA re-replication, Hoechst DNA content imaging, 48 h | Potency, µM (titrated, usually from 46.1 µM), inactives show at the highest dose re-replication activation, hits mostly activators | actives 1.8% (n = 340,000); also: potency is read from the fitted curve at half-maximal effect; % of control where 0% means no effect; nearly all actives have a fitted effect of over 55% in size
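SW480 cells exposed to compounds for 48 hr at 37 C, 5% CO2, then Hoechst-stained 40 min. Nuclear DNA content imaged by fluorescence scanning (405 nm excitation, 500-530 nm emission); re-replication scored as increased high-intensity nuclei.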
DRD3 agonist: activates the human D3 dopamine receptor; P35462; D3R DiscoveRx beta-arrestin cells, luminescence, 90 min; max activation, %; actives 0.58% (n = 410,000); AID 652048; in the data active = max activation above about 30%; also: 0% is about no effect; mostly tested at two doses, the higher about 12 µM
Target sequence (P35462 whole entry, looked up): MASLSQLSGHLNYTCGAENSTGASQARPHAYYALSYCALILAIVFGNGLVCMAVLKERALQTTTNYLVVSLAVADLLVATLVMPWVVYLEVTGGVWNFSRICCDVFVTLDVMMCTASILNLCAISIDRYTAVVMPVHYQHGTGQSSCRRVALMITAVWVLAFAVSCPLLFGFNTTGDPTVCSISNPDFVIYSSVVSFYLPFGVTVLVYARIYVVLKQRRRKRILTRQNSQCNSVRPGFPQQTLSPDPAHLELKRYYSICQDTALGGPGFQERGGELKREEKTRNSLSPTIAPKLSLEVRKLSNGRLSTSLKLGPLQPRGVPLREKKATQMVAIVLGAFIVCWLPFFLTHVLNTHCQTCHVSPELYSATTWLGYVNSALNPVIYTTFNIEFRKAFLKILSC
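Agonist mode: compounds and dopamine controls were applied to plated cells for 90 min at 37 degrees C after an overnight attachment at 1500 cells/well. Luminescent read-out followed 30 - 60 minutes at room temperature with DiscoveRx detection reagent.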
IL1B secr inh: inflammasome signaling inhibition, IL-1 beta readout; THP-1 LPS/ATP IL-1B secretion, AlphaLISA, 16 h; hits give low values; activity change, % at 57.5 µM; actives 4.7% (n = 360,000); in the data active = activity change below about -50%; inconclusive = mostly about -30% to -49%; also: % is scaled to controls: 0 for no effect and ±100 for the full control effect
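Secreted IL-1B measured by AlphaLISA bead assay after 16 h compound exposure of THP-1 cells; compounds (final up to 57.5 uM) added 1 h before LPS (250 ng/mL) and ATP (1.25 mM) stimulation; lower signal means less secretion.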
HT1080NT lethal: kills 2HG-producing HT-1080-NT fibrosarcoma cells. HT-1080-NT fibrosarcoma viability, CellTiter-Glo ATP luminescence, 48 h. Potency, µM (titrated, usually from 46.1 µM), for inactives: top-dose activity, negative = less viability, most hits filed as cytotoxic. actives 1.6% (n = 360,000);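 also: NT is the 2HG producing partner of a matched IDH1 knockdown line; potency is read from the fitted curve at half-maximal effect; 0% = DMSO-treated cells and -100% = media-only wells without cells; nearly all actives have a fitted effect of over 55% in size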
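Viability of the 2HG-overproducing fibrosarcoma line after 48 hours of compound exposure at 37 degrees C was determined by luminescence with CellTiter-Glo, and concentration-effect curves were then fitted and categorized.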
Active calls of the source: *; i = inactive; ? = inconclusive; · = not tested or not shown; [ ] = another dose, or the depositor's remark. Unless noted, calls follow the shape of the dose curve; as a rule, active = well fitted curve in the direction sought with a large enough effect; inconclusive = small, poorly fitted or top-dose-only effect, or another doubt; inactive = no such curve, though single readings can be large; an effect the other way counts as inactive or inconclusive.

SMILES	GLP1R cytotox	MCF10A rerep	KB-3-1 cytotox	KB-V1 cytotox	HT1080 IDH1KD tx	SW480 rerep	DRD3 agonist	IL1B secr inh	HT1080NT lethal
O=C(CN1c2ccc(Br)cc2-c2ccccc2S1(=O)=O)N1CCCCC1	0.6%	·	3.7%	-25.1%	·	·	0.6	·	·
COC(=O)Cn1cnc2ccccc2c1=O	9.9%	-0.5%	2.2%	0.0%	0.8%	-6.2%	-9.5	20.2	-2.4%
O=C(CN1C(=O)C2CC=CCC2C1=O)Nc1nc2ccc(F)cc2s1 (stereo not drawn)	-0.5%	0.0%	-2.0%	-4.6%	0.9%	-11.6%	-5.6	40.5	-4.5%
O=C(N/N=C/c1ccccn1)c1cc(-c2ccccc2)nc2ccccc12	5.01µM*	?	-23.2%	-3.6%	-19.4%	?	-20.5	0.0	0.0%
COc1c2ccccc2c(OC)c2ccccc12	7.5%	?	1.3%	?	23.6%	11.9%	-8.5	-4.5	6.8%
Cc1cccn2c(=O)nc(SCC(=O)N3CCCCCC3)nc12	2.3%	11.4%	-6.4%	-19.6%	-4.3%	-44.3%[inhibitor]	0.3	-8.0	-4.1%
COc1ccc(/C=N/NC(=O)CNC(=O)COc2ccccc2)cc1	2.1%	-12.1%	15.8%	-21.8%	26.7%	-0.5%	-0.2	-6.5	24.6%
COc1cc(C2SCC(=O)N2CCN2CCCCC2)ccc1O (stereo not drawn)	-1.5%	9.6%	7.8%	0.0%	8.8%	-1.0%	-18.9	5.1	14.7%
O=C(CSc1nc2ccccc2o1)N/N=C/c1ccc(C(=O)O)cc1	18.4%	?	1.9%	-8.3%	6.7%	6.2%	-13.7	11.6	12.7%
O=C(c1ccoc1)N1CCC2(CC1)Oc1ccc(Cl)cc1C(=O)C21CC(c2ccccc2)=NO1 (stereo not drawn)	-20.7%	6.0%	-6.9%	11.5%	-1.0%	-4.7%	-3.5	-12.9	-4.1%
Cn1c(=O)n(C)c2cc(NS(C)(=O)=O)ccc21	1.2%	-1.1%	3.4%	-0.3%	10.8%	-2.8%	1.2	-9.6	17.4%
COc1ccc(-c2cc(N)n(S(=O)(=O)c3ccc(F)cc3)n2)cc1OC	-26.5%	-1.2%	-1.4%	-5.7%	-0.5%	-15.4%	1.0	2.7	-1.5%
CC(C(=O)N1CCCC1)N1CCN(S(=O)(=O)c2ccccc2)CC1 (stereo not drawn)	1.8%	-1.3%	2.0%	15.0%	5.9%	-17.3%	0.6	-5.0	1.7%
CCN(CC(=O)NCc1cccs1)S(=O)(=O)c1ccccc1Cl	9.3%	10.8%	4.8%	-13.1%	17.0%	?	-4.7	5.6	17.4%
Cc1ccc(Cl)cc1NC(=O)CCNC(=O)N1CC(=O)Nc2ccccc21	3.3%	12.5%	3.7%	-8.3%	9.9%	?	-3.2	35.5	-1.8%

One compound at a time (already shown). Screens in order: GLP1R cytotox, MCF10A rerep, KB-3-1 cytotox, KB-V1 cytotox, HT1080 IDH1KD tx, SW480 rerep, DRD3 agonist, IL1B secr inh, HT1080NT lethal
O=C(CSc1nc2ccccc2o1)N/N=C/c1ccc(C(=O)O)cc1 reads 18.4%, ?, 1.9%, -8.3%, 6.7%, 6.2%, -13.7, 11.6, 12.7%
O=C(CN1c2ccc(Br)cc2-c2ccccc2S1(=O)=O)N1CCCCC1 reads 0.6%, ·, 3.7%, -25.1%, ·, ·, 0.6, ·, ·
COc1ccc(-c2cc(N)n(S(=O)(=O)c3ccc(F)cc3)n2)cc1OC reads -26.5%, -1.2%, -1.4%, -5.7%, -0.5%, -15.4%, 1.0, 2.7, -1.5%

Continuation.
SMILES	GLP1R cytotox	MCF10A rerep	KB-3-1 cytotox	KB-V1 cytotox	HT1080 IDH1KD tx	SW480 rerep	DRD3 agonist	IL1B secr inh	HT1080NT lethal
CCOc1ccc(Cl)cc1CNCCNCC(C)O (stereo not drawn)	18.8%	-2.7%	-3.4%	-13.2%	2.1%	-8.0%	-32.9	-8.7	-29.3%
COc1ccc(NC(=O)Cn2c(=O)n(CC(=O)NCCc3ccccc3)c(=O)c3ccccc32)cc1	-1.7%	·	-1.2%	27.4%	·	·	-15.8	·	·
CCc1cccc(N=c2c([N+](=O)[O-])nn(-c3ccc4c(c3)OCCO4)n2O)c1	-15.0%	0.0%	-15.3%	?	-17.3%	3.4%	-7.1	0.0	-16.2%
COc1ccccc1NC1=NC2(CCCC2)N=C(N)N1	-12.1%	2.1%	?	4.6%	-0.6%[9.24 µM]	-12.4%	-0.7	5.8	1.2%
CCOC(=O)CSC1=NN2CCS(=O)(=O)N=C2S1	-3.7%	-12.5%	-0.3%	-0.2%	-0.2%	-3.6%	0.2	-4.6	-8.1%
Nc1cc(=O)[nH]c(SCC(=O)Nc2ccccc2Sc2ccccc2)n1	-1.7%	0.3%	-20.4%	-2.5%	-8.0%	4.6%	-9.0	41.5	-17.9%
CC(C)C(NC(=O)CNC(=O)OC(C)(C)C)C(=O)NCc1ccc(Cl)cc1 (stereo not drawn)	?	-2.3%	-0.4%	-13.3%	5.7%	?	0.8	-10.9	-9.0%
Cc1cc(C)c(C#N)c(SCc2[nH]nc3c2C(c2ccccc2)C(C#N)=C(N)O3)n1 (stereo not drawn)	-21.9%	-7.5%	-2.8%	11.7%	5.7%	-1.4%	-6.8	-10.6	3.2%
O=C(CSc1nc2ccccc2c(=O)n1CCCN1CCOCC1)Nc1ccccc1OC(F)F	-12.9%	24.7%	9.8%	12.4%	-0.3%	-4.2%	0.3	-23.8	7.5%
COc1ccc(C(=O)Nc2ccc(Cc3ccncc3)cc2)cc1Br	-12.2%	-1.8%	?	?	14.4%	16.3%	-2.2	-9.2	14.4%
O=C(CSc1nnc(-c2ccccc2Br)o1)Nc1cccc2ccccc12	4.3%	-0.7%	6.0%	6.8%	4.4%	-6.6%	2.2	-15.2	4.0%
Cc1ccc(-n2ncc3c2CC(C)(C)CC3NC(=O)CCc2cnn(C)c2)cc1 (stereo not drawn)	0.2%	?	5.7%	?	-4.0%	-32.1%[inhibitor]	1.9	i	-8.9%
Cn1c(SCC(=O)Nc2cccc(F)c2)nnc1-c1cccnc1	6.8%	-0.6%	2.8%	8.0%	6.1%	-4.5%	2.0	-15.9	15.7%
CN(C)CCCn1c(SCC(=O)Nc2sc3c(c2C#N)CCCC3)nnc1-c1ccncc1	5.7%	4.8%	0.9%	-8.4%	-1.3%	2.9%	-19.8	-1.4	2.5%
CCOCC(=O)N1CCN(c2ccc([N+](=O)[O-])cc2)CC1	-14.4%	2.9%	-2.1%	18.4µM*	-3.8%	-0.7%	-24.7	-7.9	-1.3%
COc1cc2c(cc1OC)C(COc1ccccc1OC)N(C(=O)C(C)C)CC2 (stereo not drawn)	14.4%	-4.1%	1.8%	?	9.7%	2.4%	1.5	-26.9	9.2%
COc1ccccc1NC(=O)NCc1ccccc1F	2.6%	-0.6%	15.3%	-0.8%	2.8%	-4.3%	1.9	-22.5	4.6%
Cc1ccccc1C(=O)N/N=C1/SCC(=O)N1Cc1ccc2c(c1)OCO2	19.6%	-3.8%	-11.0%	0.0%	-2.7%	-4.8%	-1.3	21.6	1.6%
O=c1ccn(-c2cccc(C(F)(F)F)c2)nc1-c1ccn(-c2cccc(Cl)c2)n1	-8.0%	0.9%	-6.9%	-17.9%	-27.5%	4.8%	3.1	-4.3	-23.6%
O=C(NC(=S)NCc1cccnc1)c1ccccc1F	-6.4%	9.8%	5.3%	10.2%	1.3%	-4.8%	2.2	10.9	2.5%
COc1ccc(N=C2S/C(=C\c3ccc(OCC(=O)O)cc3)C(=O)N2CCc2c[nH]c3ccccc23)cc1	-15.1%	-9.8%	22.1%	0.0%	-28.5%	-4.6%	9.2	19.6	-25.0%
Cc1cccc(NC(=O)N2CCCC2C(=O)NCc2cccs2)c1 (stereo not drawn)	-25.0%	-4.2%	-2.8%	9.0%	11.7%	-4.9%	-16.0	-14.4	11.2%
CCOC(=O)NC(c1ccccc1)C1CCCCC1=O (stereo not drawn)	4.0%	0.1%	13.2%	12.9%	10.9%	0.9%[9.22 µM]	-5.5	12.7	13.6%
CC(C)(C)c1ccc(C(=O)NC2(C(F)(F)F)C(=O)Nc3c2c(=O)[nH]c(=O)n3-c2ccccc2)cc1 (stereo not drawn)	0.6%	·	5.6%	11.8%	·	·	-0.2	·	·
C/C=C(\C)C(=O)Nc1cccc(C2=NOC3(C2)C[C@H](C(N)=O)N(C(=O)CC#N)C3)c1 (stereo partly drawn)	13.0%	3.6%	-1.7%	17.4%	3.0%	-1.0%	0.6	19.0	13.5%
COc1ccc(C(=O)C(=O)N2CCN(c3ccc(C)cc3)CC2)cc1OC	2.6%	·	?	?	0.4%	·	8.0	28.2	11.0%
O=C(COc1ccccc1)N1CCN(C(=O)c2ccco2)CC1	0.6%	9.1%	16.0%	1.1%	9.2%	3.1%	2.7	7.5	-0.4%
O=C(COC(=O)c1ccc[n+]([O-])c1)Nc1ccc([N+](=O)[O-])cc1C(F)(F)F	1.7%	0.1%	-0.1%	21.8%	-2.9%	?	-14.1	12.2	-0.8%
CC(C)(C)c1ccc(/C=C/C(=O)N2CCN(c3ncccn3)CC2)cc1	-10.0%	?	12.5%	?	-3.6%	-6.7%	0.7	16.7	-9.3%
CCN(CC)C(=O)C[n+]1ccc(C(N)=O)cc1	7.0%	-7.9%	13.0%	-10.4%	-0.9%	-11.2%	0.9	1.1	0.0%
O=C(Nc1cccc(C(=O)N2CCN(c3ccccc3)CC2)c1)c1nsc2ccccc12	2.6%	·	-6.2%	3.2%	·	·	0.7	·	·
CC(=O)Nc1ccc(SCC(=O)O)cc1	0.3%	2.1%	13.4%	12.2%	8.2%	18.4%	3.2	2.5	5.5%
CCCCOc1cccc(C(=O)Nc2ccc(NC(=O)c3cccs3)cc2)c1	?	7.31µM*	-3.7%	6.2%	14.6µM*	6.51µM*	-1.4	27.9	20.6µM*

Screening results (PubChem BioAssay)
